Source: PubChem BioAssay (National Center for Advancing Translational Sciences (NCATS))
HP1b chromo inh = HTS for Inhibitors of HP1-beta Chromodomain Interactions with Methylated Histone Tails; Chromobox protein homolog 1 (Homo sapiens), P83916; AlphaScreen HP1-beta / biotin-H3K9me3 peptide binding; Potency, µM (titrated, usually from 114 µM), for inactives: at the highest dose activity change, negative = inhibition, most hits filed as inhibitors; 390,000 compounds, 0.56% hits; AID 540317, 2011; note: nearly all actives have a fitted effect of over 70% in size; inactives centre near 23
Target sequence (P83916 whole entry, looked up): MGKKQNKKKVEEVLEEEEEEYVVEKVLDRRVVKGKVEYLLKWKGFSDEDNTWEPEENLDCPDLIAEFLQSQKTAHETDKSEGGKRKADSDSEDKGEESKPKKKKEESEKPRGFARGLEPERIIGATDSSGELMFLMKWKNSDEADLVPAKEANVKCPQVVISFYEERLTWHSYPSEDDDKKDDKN
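Compound inhibition of the preformed complex between 50 nM HP1-beta and 50 nM biotinylated H3K9me3 peptide was read by AlphaScreen. Buffer was PBS pH 7.4 with 0.01% Tween-20. Incubations ran 30 min at room temperature, with 10 ug/mL donor/acceptor beads.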
GLS inh = qHTS for Inhibitors of Glutaminase (GLS). AID 624170, 2012. Potency, µM (doses to about 45.5 µM), inactives show top-dose activity change, negative = inhibition, most hits filed as inhibitors. GLS enzymatic activity, qHTS titration. 410,000 compounds, 0.21% hits; note: % is set by controls: 0 for no effect and ±100 for the full control effect
Target sequence (O94925 whole entry, looked up): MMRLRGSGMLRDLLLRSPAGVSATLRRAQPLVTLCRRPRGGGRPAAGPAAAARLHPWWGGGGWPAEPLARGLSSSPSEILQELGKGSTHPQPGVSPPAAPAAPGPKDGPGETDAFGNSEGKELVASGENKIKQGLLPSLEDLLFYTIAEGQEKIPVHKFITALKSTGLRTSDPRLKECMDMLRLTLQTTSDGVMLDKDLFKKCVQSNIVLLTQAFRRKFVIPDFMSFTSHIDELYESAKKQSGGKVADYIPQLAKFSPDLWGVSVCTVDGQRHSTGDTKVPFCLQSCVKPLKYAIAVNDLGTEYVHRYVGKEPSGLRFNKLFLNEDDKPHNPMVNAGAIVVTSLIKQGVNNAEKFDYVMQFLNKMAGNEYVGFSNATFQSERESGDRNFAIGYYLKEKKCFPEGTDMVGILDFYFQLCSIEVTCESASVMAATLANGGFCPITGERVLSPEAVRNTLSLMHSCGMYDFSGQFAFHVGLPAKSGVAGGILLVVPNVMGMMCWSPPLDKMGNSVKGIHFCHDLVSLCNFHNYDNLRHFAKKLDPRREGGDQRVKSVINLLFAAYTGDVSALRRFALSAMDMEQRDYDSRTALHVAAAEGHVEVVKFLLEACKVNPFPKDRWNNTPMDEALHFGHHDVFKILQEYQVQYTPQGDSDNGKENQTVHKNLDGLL
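hKGA in 45 mM KH2PO4 (pH 8.2), 0.02% Tween-20 with compound, then 1mM L-Glutamine (stock as added) plus glutamate oxidase/HRP/Amplex red coupling mix. Fluorescence read initially and after 30 min at RT; signal change reflects glutamate formation.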
ERG-DNA inh = qHTS for Small Molecule Inhibitors of the ERG Ets/DNA interaction | Potency, µM (doses to about 76.9 µM), for inactives: at the top dose FP activity, negative = inhibition, hits mostly inhibitors | 370,000 compounds, 0.028% hits | fluorescence polarization, His-ERG Ets domain / labelled DNA | Transcriptional regulator ERG (Homo sapiens), P11308; active = well fitted inhibition curve with a large enough effect in the polarisation, with a control signal flat; inconclusive = small, poorly fitted or top-dose-only effect, or effect the other way, or a change in a side signal; inactive = no such curve, though single readings can be large or run the other way; the % refers to the polarisation;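 note: polarization taken with two DNA probes labelled with fluorescein and Texas red; % of control where 0% means no effect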
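His-tagged ERG Ets domain (1 uM in the protein solution; 300mM KCl, 50mM Tris-HCl, 1mM EDTA, 1mM DTT, pH 7.5) received compound, then a probe mix of 5 nM fluorescein-DNA and 100nM Texas-615-DNA. Fluorescence polarization was read for both dyes.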
JMJD2A Tudor = qHTS Assay for Inhibitors of JMJD2A-Tudor Domain; Potency, µM (series often up to 114 µM), for the others: at the top dose activity change, negative = inhibition, usual class: inhibitors; 390,000 compounds, 4.4% hits; AID 504339, 2011; AlphaScreen JMJD2A-Tudor / H3K4me3 peptide binding; Lysine-specific demethylase 4A (Homo sapiens), O75164; note: % is set by controls: 0 for no effect and ±100 for the full control effect; nearly all actives have a fitted effect of over 50% in size
PGK inhibitor = qHTS Assay to Find Inhibitors of Phosphoglycerate Kinase | PGK/GAPDH coupled, Kinase-Glo luminescence, 60 min | Potency, µM (series often up to 57.5 µM), inactives show top-dose activity change, negative = inhibition, actives largely listed as inhibitors | 380,000 compounds, 0.043% hits | AID 602233, 2012; note: % is set by controls: 0 for no effect and ±100 for the full control effect; nearly all actives have a fitted effect of over 60% in size
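Luminescent ATP detection (Kinase-Glo Plus) follows a 60-minute room-temperature incubation, with wells lacking PGK as controls. Buffer: 100 mM TEA (pH 7.6), 5 mM MgCl2, 0.01% Tween-20. Coupling enzyme GAPDH (100 nM final) supplies unstable 1,3-BPG in-well.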
12-LOX inh = Primary qHTS assay for inhibitors of human arachidonate 12S-lipoxygenase (ALOX12): Round 2 | Polyunsaturated fatty acid lipoxygenase ALOX12 (Homo sapiens), P18054 | purified 12hLO, xylenol orange hydroperoxide absorbance | Potency, µM (titrated, usually from 108 µM), inactives show at the top dose activity change, negative = inhibition, most hits filed as inhibitors | 580,000 compounds, 1.1% hits | AID 1671190, 2021; note: % is set by controls: 0 for no effect and ±100 for the full control effect
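Purified human 12hLO at 150 nM in 25 mM Hepes, 0.01% Triton X-100, pH 7.0, preincubated 15 min at room temperature with compound. Reaction started with 40 uM arachidonic acid, 30 min at room temperature. Hydroperoxide measured by Fe-xylenol orange, 573/405 nm absorbance ratio.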
rTrxR1 inhibitor = qHTS Assay for Inhibitors of Mammalian Selenoprotein Thioredoxin Reductase 1 (TrxR1): qHTS. Thioredoxin reductase 1, cytoplasmic (Rattus norvegicus), O89049. recombinant rTrxR1, NADPH fluorescence consumption, selenite substrate. Potency, µM (titrated, usually from 114 µM), inactives show top-dose activity change, negative = inhibition, hits mostly inhibitors. 390,000 compounds, 1% hits. AID 588453, 2011; note: % is set by controls: 0 for no effect and ±100 for the full control effect; nearly all actives have a fitted effect of over 65% in size
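Rat TrxR1 (90 nM in the dispensed reagent) was pre-reduced with 400 uM NADPH for 5 min at room temperature, then incubated with compound for 15 min. After 400 uM selenite was added, NADPH fluorescence (Ex 340/Em 450 nm) was followed for 8 min.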
RGS4 inh = Inhibitors of Regulator of G Protein Signaling (RGS) 4: qHTS; AID 504845, 2011; Potency, µM (doses to about 114 µM), for inactives: top-dose activity change, negative = inhibition, most hits filed as inhibitors; Regulator of G-protein signaling 4 (Homo sapiens), P49798; Transcreener GDP fluorescence polarization, RGS4-accelerated GTP hydrolysis; 390,000 compounds, 0.039% hits; note: % is set by controls: 0 for no effect and ±100 for the full control effect; nearly all actives have a fitted effect of over 75% in size; some results filed as inactive show a strong effect at the top dose
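MLSMR compounds (23 nl, pin-transferred) preincubated 10 min at room temperature with a 500nM (2x) first reagent, then RGS4 at 900nM (2x) plus Transcreener GDP mix added; fluorescence polarization (620/688 nm) read before and after 90 min at 30 °C.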
Pin1 inh = qHTS Assay to Find Inhibitors of Pin1 | Pin1 FP peptide displacement, HiFluor488, 10 min | Peptidyl-prolyl cis-trans isomerase NIMA-interacting 1 (Homo sapiens), Q13526 | 390,000 compounds, 0.009% hits | Potency, µM (doses to about 115 µM), inactives show top-dose activity, negative = inhibition, usual class: inhibitors; active = well fitted inhibition curve with a large enough effect in the polarisation, with a control signal flat, not every such curve was filed as active; inconclusive = small, poorly fitted or top-dose-only effect, or effect the other way, or a change in a side signal; inactive = no such curve, though single readings can be large or run the other way; the % refers to the polarisation; note: % is set by controls: 0 for no effect and ±100 for the full control effect
Target sequence (Q13526 whole entry, looked up): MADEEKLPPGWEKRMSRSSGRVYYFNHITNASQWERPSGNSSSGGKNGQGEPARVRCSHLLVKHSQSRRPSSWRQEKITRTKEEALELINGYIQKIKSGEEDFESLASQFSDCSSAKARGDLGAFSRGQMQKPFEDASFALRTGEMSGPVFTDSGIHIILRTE
Starred values were filed as active, the others as inactive; i = inactive; ? = inconclusive; / = not tested or not shown; [ ] = remark or other dose. Unless noted, calls come from the whole dose curve; as a rule, active = well fitted curve in the direction sought with a large enough effect; inconclusive = small, poorly fitted or top-dose-only effect, or another doubt; inactive = no such curve, though single readings can be large; an effect the other way counts as inactive or inconclusive. Potency is the fitted concentration of half-maximal effect. The list is partial. The share of hits here may be higher or lower than overall.

SMILES	HP1b chromo inh	GLS inh	ERG-DNA inh	JMJD2A Tudor	PGK inhibitor	12-LOX inh	rTrxR1 inhibitor	RGS4 inh	Pin1 inh
O=C(CSc1nnc(-c2cccnc2)s1)Nc1cccc(C(=O)O)c1	36%	7%	-2%	-6%	3%	-9%	1%	10%	-9%
COc1ccc(S(=O)(=O)N(CC(=O)NCCSc2ccc(C)cc2)c2ccc(C)cc2)cc1	45%[activator]	6%	-6%	-5%	i	?	7%	-4%	2%
Cc1ccc(C(=O)NC(C)CCc2ccccc2)cc1S(=O)(=O)N1CCOCC1 (configuration not stated)	27%	24%	-7%	-6%	-8%	61%[activator]	-6%	-5%	-1%
CC1CN(c2ccc([N+](=O)[O-])c(NCCOc3ccccc3)c2)CC(C)N1 (configuration not stated)	-3%	0%	20%	?	-4%	0%	18%	1%	-6%
Cn1nccc1C(=O)N1CCN(c2cccc(C(F)(F)F)c2)CC1	38%	0%	14%	-16%	-2%	-22%	6%	-12%	-12%
Oc1ccc(N=Nc2ccccc2-c2nn[nH]n2)c(O)c1	-5%	20%	8%	?	/	?	?	?	?
CC(C)CC(=O)Nc1cccc(-c2cn3cccnc3n2)c1	20%[57 µM]	-3%	0%	-4%	-5%	-22%	59%[activator][57.1 µM]	-4%	5%
COc1ccccc1OCCOC(=O)Nc1ccccc1	25%	4%	7%	-10%	0%	-1%	-9%	6%	-3%
COc1cc(/C=C2/C(=O)NN(c3ccc(Cl)cc3)C2=O)cc(OC)c1O	?	18%	0%	50µM*	-8%	0%	-38%	-29%	35%[activator]
C=CCN(C(=O)c1csnn1)C(C(=O)NC1CCCCC1)c1ccc(Cl)cc1 (configuration not stated)	14%	4%	-4%	-16%	9%	-11%	11%[57.1 µM]	17%	-1%
CN(CCc1ccccn1)C(=O)c1cccnc1Oc1ccccc1	29%	-10%	-10%	13%	-9%	-17%	12%	13%	?
Cc1ccccc1NC(=O)c1ccccc1N(C)S(=O)(=O)c1ccccc1	29%	5%	-7%[15.4 µM]	5%	6%	89%[activator]	14%[11.4 µM]	12%	0%
CCCc1nc(SCC(N)=O)[nH]c(=O)c1CC	28%	6%	-5%	-13%	-7%	7%	11%	8%	-4%
C/C(=C\c1ccccc1)CN1CCN(c2cccc(Cl)c2)CC1	67%[activator]	6%	0%	7%	-3%	?	-3%[57.1 µM]	10%	6%
CCOc1ccccc1NC(=O)CSc1nnc2c(CC)c(C)nc(N)n12	36%	11%	1%	-4%	-5%	25%	2%	-19%	0%
COc1ccc(C(=O)NC2CCN(C(=O)Nc3ccc(F)cc3)CC2)cc1	18%	-7%	-25%	-10%	-15%	7%	9%	6%	-4%
CN1CCN(c2ccc(C(=O)c3cn(-c4ccc(F)c(Cl)c4)nn3)cc2)CC1	29%	5%	-6%	-11%	i	-15%	18%[57.1 µM]	-15%	-5%
CCNS(=O)(=O)c1ccc(NC(=S)NCC2CCCO2)cc1 (configuration not stated)	-8%	0%	-1%	?	-1%	-4%	-7%[57.1 µM]	?	-5%
CN(CC(=O)Nc1cccc(F)c1)C(=O)c1cc(S(=O)(=O)N2CCCCC2)ccc1N1CCOCC1	28%	1%	12%	-2%	-2%	-18%	13%[57.1 µM]	0%	0%
CCC(=O)NS(=O)(=O)c1ccc(N=NN2CCCCC2)cc1	32%	0%	-6%	-5%	9%	-8%	-1%	-12%	3%
CCCCCCCn1c(C)nnc1-c1cnn(C)c1N	40%[activator]	16%	8%	-5%	3%	0%	21%	12%	-3%
O=[N+]([O-])c1ccccc1S(=O)(=O)NCCSCc1ccco1	-2%	9%	/	-31%	i	428%[activator]	?	-17%	1%
CC1CCCC(C(=O)O)N1C(=O)CCS (configuration not stated)	43%[activator]	7%	-2%	-28%	-11%	?	0%	20%	?
O=C(CNS(=O)(=O)c1ccccc1)OCC(=O)c1cccc([N+](=O)[O-])c1	17%	0%	2%	-5%	-6%	3%	3%[57.1 µM]	14%	6%
CN(CCc1cn[nH]c1)C(=O)C1CCC(=O)N(CC2CCCCC2)C1 (configuration not stated)	7%	6%	-9%	-15%	-4%	-3%	-8%	4%	3%

Next section, starting with the last three of the part before.
SMILES	HP1b chromo inh	GLS inh	ERG-DNA inh	JMJD2A Tudor	PGK inhibitor	12-LOX inh	rTrxR1 inhibitor	RGS4 inh	Pin1 inh
CC1CCCC(C(=O)O)N1C(=O)CCS (configuration not stated)	43%[activator]	7%	-2%	-28%	-11%	?	0%	20%	?
O=C(CNS(=O)(=O)c1ccccc1)OCC(=O)c1cccc([N+](=O)[O-])c1	17%	0%	2%	-5%	-6%	3%	3%[57.1 µM]	14%	6%
CN(CCc1cn[nH]c1)C(=O)C1CCC(=O)N(CC2CCCCC2)C1 (configuration not stated)	7%	6%	-9%	-15%	-4%	-3%	-8%	4%	3%
Cc1cc(NC(=O)CSc2nc3ccsc3c(=O)n2CCCCC(=O)O)no1	22%	2%	-5%	1%	-3%	15%	4%	28%	-2%
O=C1CN(S(=O)(=O)c2cc(C(F)(F)F)ccc2Cl)CCN1	30%	-1%	11%	-3%	14%	16%	0%	9%	-2%
Cc1ccc(SCCNC(=S)Nc2ccccc2)cc1	28%	12%	-3%	-17%	-3%	?	4%[57.1 µM]	-5%	2%
O=C(Cn1cc(C(=O)c2cccs2)c2ccccc21)NCc1ccc2c(c1)OCO2	23%	-1%	2%	2%	-5%	37%[activator]	37%	1%	40%[activator]
CCc1cccc(NC(=O)Cn2nc(-c3cc(C)ccc3C)ccc2=O)c1	10%	3%	4%	?	-1%	-29%	-2%	-1%	0%
CCCCN(CCCNC(=O)CN1N=C(c2ccc(C)cc2)CCC1=O)c1ccccc1	?	15%	-6%	40µM*	11%	?	-1%[57.1 µM]	4%	?
CC(=O)Nc1c(C)nn(-c2ccccc2)c1N1CCC(C(=O)Nc2cccc(C(F)(F)F)c2)CC1	29%[57 µM]	5%	-4%	-6%	5%	-18%	11%[57.1 µM]	-7%	2%
COc1cc(OC)c(N(C)C(=O)c2c(C)oc3ncnc(N4CCCCC4)c23)cc1Cl	13%	4%	5%	-12%	0%	-23%	15%	-1%	-15%
N/C(=N\OCc1ccc([N+](=O)[O-])cc1)c1ccccn1	21%	5%	11%	-20%	?	/	10%[57.1 µM]	5%	-4%
O=C(C[n+]1ccccc1)N/N=C/c1ccc(F)cc1	-7%	0%	9%	-11%	5%	15%	19%[57.1 µM]	4%	1%
Cc1cc2c(=Cc3ccc(N(C)C)cc3)c3ccccc3n2[n+]1C	32µM*	-10%	/	45µM*	-13%	-57%	-36%	?	?
O=c1c2ccccc2oc2ccc(-c3ccc4cc[nH]c4c3)cc12	46%[activator]	2%	-13%	-11%	-10%	/	21%	-12%	10%
COc1ccc(CCN(Cc2ccccn2)C(=S)Nc2cccc(C)c2)cc1OC	12%	-21%	-4%	-4%	-7%	14%	20%[57.1 µM]	9%	-3%
O=c1cc(-c2ccc([N+](=O)[O-])cc2)c2cc3c(cc2[nH]1)OCCO3	34%	-13%	7%	-13%	-6%	-18%	30%	-20%	15%
O=C(NCc1ccco1)c1ccc(COc2ccccc2[N+](=O)[O-])o1	28%	1%	-1%	-20%	i	-14%	8%	-3%	-3%
CC(C)(C)c1ccc(SCCc2ccccn2)cc1	108%[activator]	-9%	-18%	51%[activator]	-3%	15%	4%[57.1 µM]	5%	-2%
CC(CN1CCCC1)OC(=O)c1ccc(Br)cc1 (configuration not stated)	55%[activator]	8%	6%	-2%	/	-2%	3%	-23%	-1%
CCC(=O)OCOc1ccc(/C=C2/CCC(CN(C)C)C2=O)cc1 (configuration not stated)	?	?	/	89µM*	-10%	35µM*	1.1µM*	?	2%
c1ccc(OCCOc2ncnc3sccc23)cc1	26%	5%	-7%	11%	5%	0%	-3%	-23%	1%
COc1ccc(C2c3[nH]c4ccccc4c3C[C@H]3C(=O)N(c4ccccc4C(=O)N4CCC[C@@H]4C(=O)O)C(=O)N23)cc1 (some centres not stated)	24%	3%	?	-11%	2%	-5%	25%	8%	-8%
O=C(/C=C/C=C/c1ccc2c(c1)OCO2)N1CCCCC1	16%	10%	0%	-12%	-1%	?	-25%	-4%	4%
CN1CCN(S(=O)(=O)c2ccc(NC(=O)c3ccco3)cc2)CC1	28%	3%	-6%	-13%	-3%	3%	6%	7%	-14%
COc1ccc(OC)c(CCNC(=O)c2cc3c(=O)oc4ccc(C)cc4c3s2)c1	46%[activator]	4%	3%	0%	-5%	-6%	25%	-5%	-5%
CC(=O)NC(=S)Nc1ccccc1C(=O)Nc1ccccc1	0%	6%	-12%	-7%	i	8%	-18%	-13%	1%
